# Bioassay records: PubChem, National Center for Advancing Translational Sciences (NCATS)
# Rab9 prom act = Rab9 promoter activation; Huh7 Rab9 promoter-luciferase reporter, luminescence, 24 h; Potency, µM (highest dose often 9.22 µM), without a hit: at the highest dose activation, negative = inhibition, usual class: activators; 320,000 tested, 2.8% active; AID 485297; note: potency is the fitted concentration of half-maximal effect; % of control where 0% means no effect; nearly all actives have a fitted effect of over 60% in size
#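 Luminescence from Amplite-detected luciferase (10 minutes, ambient) reports Rab9 promoter activation. Before that, stable Rab9-luciferase Huh7 cells (1500/well, reduced-serum OP-MEM I plus 10% FBS) were exposed to compound for 24 hours at 37C.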
# p53 reactivator = re-activators of mutant p53; H1299 p53-A138V BP100-luciferase reporter, luminescence, 24 h; Potency, µM (series often up to 92.2 µM), for inactives: top-dose activity change, positive = activation, usual class: activators; 320,000 tested, 0.063% active; AID 504706; note: potency is the fitted concentration of half-maximal effect; % of control where 0% means no effect; nearly all actives have a fitted effect of over 45% in size
#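 H1299 (p53-null), stable ts p53-A138V + BP100-Luc; 1000 cells/well, Opti-MEM/10% FBS; cpd 4 pt, 1:5; 24 h, 37 deg C, 5% CO2; detection reagent 10 min RT; luminescence.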
# TRPV1 agonist = agonists of human vanilloid receptor 1 (TRPV1). 320,000 tested, 0.19% active. TRPV1-expressing cells, Fluo-8 calcium influx, agonist mode. AID 540275. activation, % at 8.33 µM. Q8NER1; in the data active = activation above about 80%; inconclusive = between about 30% and that limit; note: 0% is about no effect
#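 Cells expressing TRPV1 were dye-loaded with Fluo-8 and read kinetically: 10 s baseline, 3 min after compound (agonist portion), then 2 min after EC20 capsaicin (allosteric enhancer portion). Calcium-bound dye fluorescence at 480/520 nm.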
# NPC1 prom act = activates the NPC1 promoter | Huh7 NPC1 promoter luciferase reporter, 24 h | Potency, µM (series often up to 9.22 µM), inactives show at the highest dose activation, most hits filed as activators | 320,000 tested, 2.4% active | AID 485313;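 note: potency is the fitted concentration of half-maximal effect; % of control where 0% means no effect; nearly all actives have a fitted effect of over 60% in size; reporter is driven by a mutant NPC1 promoter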
#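 Readout is luciferase luminescence, reflecting NPC1 promoter activation in stably transfected Huh7 cells after 24 h compound exposure at 37 °C in reduced-serum medium with 10% FBS.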
# ELG1 DNA repair = ELG1-dependent DNA repair inhibition | HEK293T ELG1-luciferase reporter, luminescence, 16 h; DNA damage induced by 5-fluorouridine | Potency, µM (series often up to 46.1 µM), for inactives: top-dose activity change, negative = inhibition, most hits filed as inhibitors | 330,000 tested, 2.3% active | AID 504467; note: potency is the fitted concentration of half-maximal effect; % is set by controls: 0 for no effect and ±100 for the full control effect; nearly all actives have a fitted effect of over 55% in size
#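 DMSO vehicle served as the neutral condition. Each well held 2,000 cells given 5-fluorouridine plus compound; after 16 hr at 37 °C/5% CO2, ONE-Glo was added and luciferase measured 30 min later.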
# FLuc modulator = counter-screen for miR-21 project: firefly luciferase inhibitors or activators; Potency, µM (series often up to 57.5 µM), inactives show at the highest dose activity change, negative = inhibition, actives largely listed as inhibitors; P08659; 360,000 tested, 6.9% active; purified FLuc, Km substrates, luminescence inhibition;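 note: potency is the fitted concentration of half-maximal effect; plate controls were vehicle for no effect and reference inhibitor for full effect; nearly all actives have a fitted effect of over 55% in size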
#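 Purified P. pyralis luciferase, 10 nM final, with Km-level 10 uM D-luciferin and 10 uM ATP in 50 mM Tris acetate pH 7.5, 10 mM Mg acetate, 0.01% Tween-20, 0.05% BSA; 6-point qHTS titration about 60 µM downward; luminescence read.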
# ELG1 genotox = induces genotoxicity in HEK293T cells with luciferase-tagged ELG1. HEK293T ELG1-luciferase reporter, luminescence, 16 h. Potency, µM (highest dose often 46 µM), without a hit: at the highest dose activity change, positive = activation, most hits filed as activators. 330,000 tested, 1.3% active; note: potency is the fitted concentration of half-maximal effect; % of control where 0% means no effect; nearly all actives have a fitted effect of over 60% in size
#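 16 hr compound incubation (37 °C, 5% CO2) of HEK293T cells carrying luciferase-tagged ELG1; luciferase then measured by ONE-Glo luminescence after 30 min at RT.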
# BRCA1 expr act = BRCA1 expression activation | MCF7-BRCA1-FFLuc reporter, luminescence, 48 h; response scale: scaled: vehicle 0%, 10 µM genistein 100% | Potency, µM (doses to about 46.1 µM), for the others: top-dose activation, most hits filed as activators | 380,000 tested, 1.1% active; note: potency is the fitted concentration of half-maximal effect; nearly all actives have a fitted effect of over 80% in size; some results filed as inactive show a strong effect at the top dose
#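 Using MCF7 cells harboring a BRCA1 firefly luciferase reporter, plated 2 h before compound pinning, the screen measured luminescence after 48 h incubation. Responses were normalized to DMSO and 10 microM genistein, then fitted for concentration-effect.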
# RORg inh = ROR gamma (mouse) transcription inhibition; Potency, µM (top dose mostly 53.6 µM), inactives show at the top dose activity change, negative = inhibition, most hits filed as inhibitors; P51450; Drosophila S2 Gal4-RORgamma UAS-luciferase reporter, 20 h; 310,000 tested, 5.4% active; note: potency is the fitted concentration of half-maximal effect; % is set by controls: 0 for no effect and ±100 for the full control effect; nearly all actives have a fitted effect of over 60% in size
# Target sequence (P51450 whole entry, looked up, the tested form may be a part): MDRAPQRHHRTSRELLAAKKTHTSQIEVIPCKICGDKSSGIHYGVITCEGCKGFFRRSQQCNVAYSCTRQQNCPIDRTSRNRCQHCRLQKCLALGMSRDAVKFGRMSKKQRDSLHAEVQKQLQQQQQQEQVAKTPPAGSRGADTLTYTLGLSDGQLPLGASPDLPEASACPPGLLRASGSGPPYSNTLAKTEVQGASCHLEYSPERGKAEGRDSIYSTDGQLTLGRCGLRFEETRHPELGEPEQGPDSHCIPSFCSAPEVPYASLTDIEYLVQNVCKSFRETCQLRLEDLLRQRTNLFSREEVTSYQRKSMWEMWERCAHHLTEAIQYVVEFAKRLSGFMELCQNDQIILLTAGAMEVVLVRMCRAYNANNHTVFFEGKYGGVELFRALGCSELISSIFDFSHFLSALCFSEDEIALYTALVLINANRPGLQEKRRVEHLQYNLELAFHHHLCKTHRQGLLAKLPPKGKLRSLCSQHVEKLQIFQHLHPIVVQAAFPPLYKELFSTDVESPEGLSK
#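 Drosophila Schneider cells stably carrying a metallothionein-driven Gal4 DBD–ROR gamma fusion and a UAS-Photinus luciferase reporter were exposed to compound for 1 hr, then induced with copper sulfate (700 uM final) for 20 hr at ambient temperature before luminescence reading.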
# VP16 counter = counter-screen for ROR gamma inhibitors: Gal4-VP16 reporter. Drosophila S2 Gal4-VP16 UAS-luciferase, luminescence, 20 h. Potency, µM (top dose mostly 53.6 µM), for the others: top-dose activity, negative = inhibition, usual class: inhibitors. 310,000 tested, 3.5% active. AID 2546;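 note: Gal4-VP16 expression switched on by copper sulfate through the metallothionein promoter; potency is the fitted concentration of half-maximal effect; % is set by controls: 0 for no effect and ±100 for the full control effect; nearly all actives have a fitted effect of over 50% in size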
# Tb PFK inh = T. brucei PFK enzyme inhibition; AID 485367; 330,000 tested, 0.17% active; T. brucei PFK, ADP-Glo luminescence; O15648; Potency, µM (doses to about 57.5 µM), inactives show at the highest dose activity, negative = inhibition, actives largely listed as inhibitors;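 note: potency is the fitted concentration of half-maximal effect; 0% = uninhibited 1x PFK enzyme wells and -100% = no-enzyme wells; nearly all actives have a fitted effect of over 60% in size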
# Target sequence (O15648 whole entry, looked up): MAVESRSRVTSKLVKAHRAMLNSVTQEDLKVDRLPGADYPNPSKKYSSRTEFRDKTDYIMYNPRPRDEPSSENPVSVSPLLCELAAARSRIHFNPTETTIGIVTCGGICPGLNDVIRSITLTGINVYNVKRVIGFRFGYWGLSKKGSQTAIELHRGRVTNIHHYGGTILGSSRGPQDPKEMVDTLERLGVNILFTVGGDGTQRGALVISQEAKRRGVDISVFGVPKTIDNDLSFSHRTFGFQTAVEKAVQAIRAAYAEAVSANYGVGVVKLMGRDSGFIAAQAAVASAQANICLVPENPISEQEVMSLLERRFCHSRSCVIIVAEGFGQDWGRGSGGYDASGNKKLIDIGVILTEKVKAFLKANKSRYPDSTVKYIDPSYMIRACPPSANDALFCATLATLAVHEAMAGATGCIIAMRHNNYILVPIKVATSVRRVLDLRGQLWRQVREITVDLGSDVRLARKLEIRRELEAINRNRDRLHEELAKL
#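 ADP-Glo luminescence quantified ADP after 45 min at room temperature, with 1.25 nM T. brucei PFK, 0.1 mM ATP and 0.5 mM fructose-6-phosphate in pH 8.0 TEA buffer. qHTS titrations up to 57 µM; curves classified by quality.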
# The depositor's hits bear a star; ? = inconclusive; nt = not tested or not shown. Unless noted, calls come from the whole dose curve; as a rule, active = well fitted curve in the direction sought with a large enough effect; inconclusive = small, poorly fitted or top-dose-only effect, or another doubt; inactive = no such curve, though single readings can be large; an effect the other way counts as inactive or inconclusive.
SMILES,Rab9 prom act,p53 reactivator,TRPV1 agonist,NPC1 prom act,ELG1 DNA repair,FLuc modulator,ELG1 genotox,BRCA1 expr act,RORg inh,VP16 counter,Tb PFK inh
Cc1ccc(CNC(=O)c2nn(C)c3c2CS(=O)(=O)c2ccccc2-3)cc1,-6%,-5%,3,-4%,5%,0%,-4%,-11%,8%,15%,2%
CCS(=O)(=O)N1CCCC(C(=O)NCc2ccc3c(c2)OCO3)C1 (configuration not stated),-1%,-1%,3,2%,8%,-1%,3%,16%,-2%,-10%,6%
CCN(CC)CCCN(Cc1cc2cc3c(cc2[nH]c1=O)OCO3)C(=S)NCCOC,-1%,nt,-2,-1%,23%,0%,2%,-24%,4%,8%,-2%
NNc1nc2cc3c(cc2s1)OCCO3,1.6µM*,?,2,1.6µM*,?,6.7µM*,?,-16%,?,?,-4%
Cn1nc(C(=O)NNC(=O)CCc2ccccc2Cl)c2ccccc2c1=O,1%,-4%,2,2%,0%,-1%,1%,0%,nt,nt,-6%
CCOC(=O)c1oc2c(CN3CCN(C)CC3)c(O)ccc2c(=O)c1-c1ccccc1OC,-1%,-1%,-1,-6%,0%,7%,-1%,-3%,-16%,1%,-2%
Cc1nnc2c3ccccc3c(-c3cccs3)nn12,0%,-4%,8,-22%,?,0%,13µM*,-101%,?,10%,0%
CC(C)C1CC(CCN)(c2ccccc2)CCO1 (configuration not stated),-4%,-7%,4,0%,-2%,2%,-1%,-23%,-25%,2%,-1%
OC12CCCCC1C(c1ccc3c(c1)OCO3)N(Cc1cccc(F)c1)CC2 (configuration not stated),-7%,2%,1,1%,3%,-1%,-4%,-43%,12%,-9%,3%
O=C1CCCCCN1C(=O)c1cccc(C(=O)N2CCCCCC2=O)c1,7%,-23%,0,3%,0%,2%,2%,-12%,2%,-4%,-5%
CCOC(=O)c1sc(C)c2c1NC(C)(c1ccccc1)NC2=O (configuration not stated),2%,-5%,13,0%,-5%,0%,-2%,30%,20%,-3%,-3%
O=C(OCn1nnc2ccccc2c1=O)c1cccnc1,4%,1%,-1,-2%,21%,1%,-4%,4%,-3%,-4%,2%
O=C(CSc1ncnc2[nH]ncc12)Nc1nc(-c2ccc(F)c(F)c2)cs1,-7%,-4%,3,-4%,?,-2%,-12%,-48%,39%,3%,-4%
Cc1cc(C)n2c(SCC(=O)Nc3ccc(F)cc3F)nnc2n1,-4%,3%,-1,0%,8%,-2%,0%,1%,9%,3%,-4%
Cc1cccc(C2NC(=O)c3ccccc3O2)c1 (configuration not stated),0%,7%,3,3%,2%,-2%,-2%,2%,-18%,0%,-2%
Cc1noc(C)c1S(=O)(=O)N1CCCC(C(=O)NCc2ccccn2)C1 (configuration not stated),-4%,-5%,-2,-2%,-4%,6%,1%,-4%,-16%,5%,0%
CC(C)C(C)NC(=O)CN1C(=O)NC(C)(c2ccc3ccccc3c2)C1=O (configuration not stated),-9%,-1%,2,2%,10%,0%,0%,-14%,10%,-1%,9%
O=C(CNC(=O)c1ccc(Cl)cc1)OCC(=O)N1CCCC1,-2%,2%,2,1%,11%,-1%,0%,-1%,-14%,0%,-2%
FC(F)(F)c1cccc(NC(=S)Nc2ccc(Cl)cc2Cl)c1,-5%,2%,-1,-3%,1%,2%,-18%,-74%,?,-25%,-1%
CC1(OC(=O)C2CCCC2)C(=O)C=C2C=C(c3ccsc3)N(C(CO)CO)C=C2C1=O (configuration not stated),0%,7%,-3,-4%,?,-2%,0%,6%,5%,0%,1%
CSc1ccc(/C=C/C(=O)c2ccc(NC(C)=O)cc2)cc1,18%,28%,12,13%,23%,3µM*,0%,23%,13%,-1%,?
Cc1onc(-c2c(Cl)cccc2Cl)c1C(=O)Nc1ccc(Cl)cn1,1%,-3%,nt,-1%,?,1%,-6%,-31%,?,?,-1%
CCCCn1c(N)c(N(CCC(C)C)C(=O)CSc2nncn2-c2ccccc2)c(=O)[nH]c1=O,-2%,4%,-3,0%,0%,2%,-5%,2%,nt,nt,5%
O=C(COc1ccccc1Cl)Nc1ccc(NC(=O)c2ccco2)cc1,19%,-5%,2,2%,19%,-2%,5%,55%,-1%,-7%,1%
CC(NC(=O)C1=CC=CN2CCS(=O)(=O)N=C12)c1ccc(Cl)c(Cl)c1 (configuration not stated),nt,-9%,nt,nt,9%,nt,11%,-12%,nt,nt,-23%
COc1cccc(CNc2ccc([N+](=O)[O-])c(NCC(=O)O)n2)c1,-5%,4%,1,-1%,10%,2%,-1%,59%,11%,0%,4%
CCN(Cc1cccs1)C(=O)c1cccc(S(=O)(=O)N2CCN(C)CC2)c1,1%,-3%,1,-2%,12%,3%,2%,-8%,nt,nt,1%
Cc1ccc(C)c(-n2c(=O)c(C#N)cc3c(=O)n4ccccc4nc32)c1,-2%,-8%,0,-6%,1%,-3%,0%,4%,-13%,-2%,-2%
COc1ccc(S(=O)(=O)N2CCOCC2)cc1NC(=O)CO/N=C/c1ccccc1OC(F)F,-1%,-12%,0,1%,?,-2%,2%,-18%,-23%,2%,5%
COc1ccc(NC(=O)CN(C)C(=O)c2ccc(=O)[nH]c2)cc1,?,5%,0,5%,?,0%,0%,4%,?,?,?
COc1ccc2c(c1)OC13CCCCC1C2C(C(=O)c1ccccc1)C(=O)N3 (configuration not stated),-3%,0%,1,-3%,0%,4%,1%,4%,-24%,3%,2%
O=C(NNc1nc2ccccc2s1)Nc1ccc(F)cc1,3.2µM*,?,-1,4µM*,?,?,?,?,-89%,?,?
O=[N+]([O-])c1ccccc1S(=O)(=O)Nc1ccc(S(=O)(=O)Nc2nccs2)cc1,-1%,12%,-2,2%,-8%,1%,19%,-39%,-2%,3%,-4%
CCCCOc1ccc(N(CC(=O)NCc2ccccc2)C(=O)c2csnn2)cc1,11%,6%,0,4%,16%,-6%,7%,46%,38%,19%,1%
Cc1ccn(CCC(=O)NC2CCCc3c2cnn3-c2cccc(C)c2C)n1 (configuration not stated),0%,-3%,3,-3%,-2%,0%,-3%,1%,15%,?,2%
COc1ccccc1OCc1ccc(C(=O)N2CCOCC2)o1,-6%,14%,-4,2%,-8%,7%,4%,22%,-4%,-6%,-1%
Cc1cc(C)cc(NCc2ccncc2)c1,-6%,nt,2,-1%,-2%,3%,0%,-1%,-4%,-4%,3%
COc1ncnc2c1cnn2-c1ccccc1,nt,nt,-1,nt,nt,?,nt,?,-1%,?,nt
COc1cc(NC(=O)[C@@H](NC(=O)c2ccco2)C(C)C)c(OC)cc1NC(=O)c1ccccc1,-3%,-4%,9,-1%,-26%,1%,-1%,-27%,-25%,4%,2%
CCOc1ccc(N=C2SC(C(=O)Nc3ccccc3C#N)C(N)=C2C(=O)Nc2ccc(Cl)cc2)cc1 (configuration not stated),-10%,14%,-1,4%,-2%,-7%,0%,-17%,?,-9%,-2%
C=CCC[C@@H](Cc1ccc(F)cc1)C(=O)OCCNC(=O)[C@H](CC=C)CC(=O)NCCO,nt,-8%,nt,nt,6%,nt,1%,-9%,nt,nt,-1%
COc1ccc(C(=O)Nc2nnc(-c3ccco3)s2)cc1,0.32µM*,?,4,0.45µM*,?,0.48µM*,?,?,-43%,?,?
O=C1OC[C@@H]2CCCN2C(=O)[C@H](CC(=O)N(CCO)Cc2ccccc2)C/C=C\CC[C@H]1Cc1ccc(F)cc1,nt,2%,nt,nt,-16%,nt,-2%,-12%,nt,nt,-1%
Cn1c2ccccc2c2nnc(SCC(=O)NC3CC3)nc21,-1%,-4%,-1,-3%,7%,0%,0%,-1%,-21%,1%,?
CCN(CC)S(=O)(=O)c1cc(NC(=O)COC(=O)CCc2nc3ccccc3s2)ccc1C,nt,nt,0,nt,nt,-8%,nt,-15%,13%,2%,nt
Cc1cccn2c(=O)c3cc(C(=O)NCCN4CCOCC4)c(=N)n(Cc4cccnc4)c3nc12,1%,-4%,23,6%,9%,4%,-2%,-57%,?,-1%,1%

# Two entries from above, set out differently.
# The line under a structure holds: Rab9 prom act | p53 reactivator | TRPV1 agonist | NPC1 prom act | ELG1 DNA repair | FLuc modulator | ELG1 genotox | BRCA1 expr act | RORg inh | VP16 counter | Tb PFK inh
COc1ccc(NC(=O)CN(C)C(=O)c2ccc(=O)[nH]c2)cc1
→ ? | 5% | 0 | 5% | ? | 0% | 0% | 4% | ? | ? | ?
COc1ccc2c(c1)OC13CCCCC1C2C(C(=O)c1ccccc1)C(=O)N3 (configuration not stated)
→ -3% | 0% | 1 | -3% | 0% | 4% | 1% | 4% | -24% | 3% | 2%
